Screens: PubChem, several laboratories
MT stabilize HCS: stabilizes microtubules in HeLa cells; HeLa tubulin immunostaining HCS, 24 h; share of cells brighter than vehicle mean+2SD; % tubulin-high responders, % at 10 µM; hit rate 0.83% among 200,000; AID 2205;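 active = plate Z-score above 3 for both tubulin-high and condensed-nucleus cell shares, with cell loss under 80%, at 10 µM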;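 note: anti alpha tubulin signal scored within the nucleus-defined area of each cell; some results filed as inactive read as strong as hits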
Dynein transport: blocks dynein driven cargo transport along microtubules; 3617.4 mouse cells, GR-EGFP nuclear translocation imaging; test concentration mostly 20 µM; stimulated with dexamethasone, 1 µM; stronger effect = lower value; z-score, hits read low; hit rate 0.47% among 220,000;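 active = plate z-score of nuclear minus cytoplasmic receptor signal below a set negative limit, without overly bright fluorescence or cell loss, cut at about -3.5 in these data, passing the limit was not always enough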;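 note: z-score of nuclear minus cytoplasmic ring GR-EGFP intensity difference per well; some compounds called inactive have numbers as strong as hits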
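Also added – dexamethasone, 1.0 µM final · Buffer or medium – tet-free, stripped-serum medium · Schedule – induction 48 h, compound 1 h, agonist 30 min · Detection – formaldehyde fixation, Hoechst nuclear stain, 10x automated fluorescence imaging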
Yfh1-depleted yeast: mitochondrial function rescue without frataxin homolog – Friedreich's ataxia, plus single-dose screen, dose response (AID 1465); S. cerevisiae Yfh1-off respiration, WST-1 reduction, 72 h; higher fold induction means a stronger effect; fold induction at 50 µM; hits with a dose series show EC50 in µM; hit rate 0.074% among 220,000;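 active = fold induction of absorbance versus untreated yeast above a set limit, then at least 30% activation at any dose in follow-up; inconclusive = repeats straddling the limit, or above it without dose testing; inactive = fold induction below the set limit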;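 note: activators that raise dye reduction in frataxin-depleted yeast; strong numbers were not always called active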
HEK293 NOD2/NF-kB: inhibition of NOD2-driven NF-kB reporter – cell-based, luminescence, uHTS, HEK293 (AID 1566); HEK293 NOD2/NF-kB luciferase reporter, luminescence; higher % means a stronger effect; inhibition, % at 4 µM, or EC50 in µM where a hit was titrated; hit rate 0.63% among 290,000; in the data active = inhibition above about 50%; note: many of its hits are not listed in these tables
bCat nuc transl: modulators of beta-catenin nuclear translocation; nuclear translocation activity, % at 5 µM; HeLa beta-catenin nuclear translocation, immunofluorescence imaging; hit rate 0.3% among 190,000;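 active = nuclear translocation activity above 50% at 5 µM, with a well cell count of 50 or more; inconclusive = wells under 50 cells across six images, flagged as toxic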;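 note: per-cell ratio of nuclear to cytoplasmic median beta-catenin stain intensity; plate controls were DMSO negative control for no effect and GSK-3 inhibitor IX positive control for full effect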
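Test system: HeLa cells, endogenous beta-catenin; Compound: single 5 µM dose plus 0.02–20 µM confirmation series; Times: compound exposure 24 h at 37°C; Signal: fluorescence imaging of beta-catenin antibody stain plus DAPI; Read-out: % activation, nuclear-to-cytoplasmic median beta-catenin signal ratio per cell.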
Autophagy mod: alters autophagy in cells. MEF GFP-LC3 puncta imaging; test concentration mostly 10 µM. calls only at 10 µM (by protocol). hit rate 0.98% among 190,000;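 active = percentage of spot-positive cells more than 3 SD above its plate mean, without a fluorescence outlier flag or 80% toxicity; inconclusive = no clear call, values can overlap the other calls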;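 note: spot-positive cell cutoff set from DMSO-treated cells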
Hep lipid drop: modulators of hepatic lipid droplet formation; AML12 mouse hepatocytes, oleate lipid droplets, BODIPY imaging; AID 1656; inhibition, % at 6.5 µM; hit rate 0.4% among 240,000;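 active = lipid droplet intensity inhibited by at least 50%, with more than 500 cells counted; inconclusive = wells with under 300 cells, treated as cytotoxic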
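System: AML12 hepatocytes (mouse). Probe or stimulus: oleic acid at 100 µM to induce lipid droplet formation. Times: overnight treatment with compound plus oleate. Detection: Image-based BODIPY and DAPI two-channel analysis. Evaluation: percent inhibition of filter-corrected integrated lipid droplet intensity per well.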
WT yeast gro inh: growth inhibition of WT yeast, mitochondrial fusion screen. inhibition, % at 10 µM. AID 1362. mitochondrial fusion phenotypic screen, WT strain. hit rate 2.1% among 190,000; in the data active = inhibition above about 58%; tested in S. cerevisiae
Ins promoter up: MIN6 insulin promoter up-regulation; AID 1625; hit rate 0.3% among 190,000; z-score at 5 µM; MIN6 insulin promoter-GFP reporter, high-content imaging; stronger effect = higher value;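 active = z-score above 3 at 5 µM with at least 500 cells counted in the well; inconclusive = wells under 500 cells, flagged as cytotoxic or low count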
WT yeast gro inh mutant strain: recorded beside WT yeast gro inh, whose call it bears; inhibition, %; mitochondrial fusion phenotypic screen, mutant strain inhibition
Dynein transport cytoplasmic EGFP: recorded beside Dynein transport, whose call it bears; z-score; measured here: cytoplasmic GR-EGFP intensity; stronger effect = higher value
Dynein transport nuclear GR-EGFP: also measured in Dynein transport; calls as there; z-score; measured here: nuclear GR-EGFP intensity;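 lower value marks the stronger effect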
Dynein transport cell count: recorded beside Dynein transport, whose call it bears; z-score; measured here: cell count per field
Ins promoter up cell count: also measured in Ins promoter up; calls as there; cell count; measured here: cytotoxicity, nuclei count;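 total cells summed across four imaged fields per well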
Hep lipid drop cells 6.5 µM: also measured in Hep lipid drop; calls as there; cell count; measured here: cell count, cytotoxicity flag;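 cells counted across two imaged fields per well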
bCat nuc transl cell count 5 µM: recorded beside bCat nuc transl, whose call it bears; cell count; measured here: cell count, cytotoxicity flag
MT stabilize HCS Hoechst-high %: also measured in MT stabilize HCS; calls as there; % Hoechst-high responders; measured here: nuclear condensation Hoechst responders;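 share of cells brighter than vehicle mean plus two SD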
MT stabilize HCS cytotoxicity %: also measured in MT stabilize HCS; calls as there; toxicity, %; measured here: cytotoxicity by cell density;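 0% = mean cell density of plate MIN control wells and 100% = no cells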
Autophagy mod cell loss 18 h: second read-out of Autophagy mod, no call of its own (marks repeat the call); toxicity, %; measured here: cell loss, nuclei count;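 cell loss after 18 h compound exposure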
Numbers without * were called inactive; i = inactive; u = inconclusive; x = no result given.

Molecule	MT stabilize HCS	MT stabilize HCS Hoechst-high %	MT stabilize HCS cytotoxicity %	Dynein transport	Dynein transport cytoplasmic EGFP	Dynein transport nuclear GR-EGFP	Dynein transport cell count	Yfh1-depleted yeast	HEK293 NOD2/NF-kB	bCat nuc transl	bCat nuc transl cell count 5 µM	Autophagy mod	Autophagy mod cell loss 18 h	Hep lipid drop	Hep lipid drop cells 6.5 µM	WT yeast gro inh	WT yeast gro inh mutant strain	Ins promoter up	Ins promoter up cell count
CCCC(=O)OCC(=O)Nc1ccccc1Sc1ccccc1	3.2	3.1	7.4	-0.516	-0.232	-0.435	0.474	i	13.9%	0.8	895	i	15.2	u	x	-25.1	-7.8	x	x
O=C(NC1CCCC1)C(c1ccsc1)N(C(=O)Cc1cccs1)c1ccc(F)cc1 (stereo not drawn)	4.3	3.0	7.1	0.448	-0.41	-0.252	-0.0695	i	4.9%	-3.7	980	i	16.9	x	x	4.8	-55.3	-0.67	1655
CC(C)c1ccc(/C=C/C(=O)NCc2ccc(S(N)(=O)=O)cc2)cc1	6.0	2.7	8.1	0.398	-0.316	0.682	0.169	i	5.9%	7.6	828	i	8.2	-20.6	676	7.4	-5.7	-0.12	1388
Cc1cccc(-c2noc(-c3cc4ccccc4oc3=O)n2)c1	2.4	2.5	10.1	-0.306	-0.229	-0.724	1.15	i	-89.9%	x	x	i	-1.5	x	x	12.9	-20.6	x	x
Cn1nnnc1SCC(=O)N1CCCc2ccccc21	3.0	1.6	4.1	0.286	-0.233	0.576	-0.557	i	4.6%	-4.2	618	i	-1.0	3.0	742	-15.5	4.9	x	x
CC(C)(Oc1ccc(Cl)cc1)C(=O)NCc1ccco1	1.8	1.2	0.2	-1.15	-0.141	-0.541	1.09	i	15.1%	-5.5	1237	i	1.6	-8.6	737	-7.0	-3.4	-0.59	1288
O=C(c1cc(Cl)c(=O)n(Cc2ccccc2)c1)N1CCOCC1	2.1	1.9	5.6	0.54	-0.208	0.0366	-0.849	i	25.3%	x	x	i	8.0	x	x	16.5	-5.3	x	x
CCc1ccc(-c2nc(CN3CCC(C(=O)NCCN(CC)c4ccccc4)CC3)c(C)o2)cc1	93.2	4.9	80.6	0.453	-0.101	0.465	0.183	i	-38.6%	-2.8	782	i	2.4	x	x	71.1*	57.5*	-1.7	574
CC1Cc2ccccc2N1C(=O)c1cnc2sccn2c1=O (stereo not drawn)	2.8	4.2	8.3	-0.601	-0.176	-0.333	0.367	i	7.3%	1.3	1162	i	8.0	-0.1	627	-23.7	0.2	-0.66	1308
Cc1ccc(-n2ncc3c(NCc4cccnc4)ncnc32)c(C)c1	3.0	2.6	7.6	-0.921	-0.229	0.215	0.812	i	36.6%	3.7	418	i	38.1	-3.4	718	-0.4	-13.3	-1.05	783
CC1CCN(S(=O)(=O)c2ccc(S(=O)(=O)NCc3ccccc3)cc2)CC1	1.0	1.5	4.2	-0.166	0.0593	0.0744	0.483	i	6.4%	1.2	920	i	6.0	-3.4	778	3.6	13.7	0.4	896
COc1ccc(C(C#N)C2(C)OCCO2)cc1OC (stereo not drawn)	3.7	2.5	9.3	-0.408	-0.0873	0.143	0.188	i	-8.8%	0.9	1141	i	-1.0	7.9	799	-2.7	-14.5	-0.08	1050
COc1ccc(C(=O)C2CCCN(Cc3ccc(C#CCCO)cc3)C2)c(OC)c1 (stereo not drawn)	1.7	1.2	0.2	-0.171	-0.115	0.231	0.282	i	14.9%	-0.9	1081	i	-0.3	1.0	710	3.4	-8.4	x	x
CCNS(=O)(=O)c1ccc(CCC(N)=O)cc1	4.8	2.4	7.9	1.07	-0.322	0.807	-0.583	i	22.2%	0.2	1539	i	-14.2	15.5	737	-6.1	-4.0	-0.16	1397
CCOCCCNC(=S)NCCCNc1nc2c(C)c(C)ccc2cc1C#N	2.5	1.2	1.0	1.39	-0.106	1.24	-1.77	i	-1.4%	-0.1	1471	i	3.4	-7.6	654	73.6*	55.3*	-0.89	1208
CCOC(=O)CC1C(=O)NCCN1Cc1cccc(C(F)(F)F)c1 (stereo not drawn)	6.0	2.6	5.0	-0.241	-0.276	-0.142	0.26	i	38.7%	x	x	i	12.3	x	x	6.3	2.2	-0.18	994
Clc1ccc(C2[C@H]3CN(CC4CCCCC4)[C@H](c4ccccc4)C34CC2(c2cccnc2)C4)cn1 (stereo partly drawn)	x	x	x	-0.31	-0.769	-0.106	-0.0658	i	16.7%	-2.5	1229	x	x	-2.2	692	x	x	-0.63	1034
CC(C)n1c(-c2ccccc2F)n[nH]c1=S	3.1	2.5	7.3	1.13	-0.173	0.47	-0.794	i	1.8%	x	x	i	-7.1	x	x	-0.5	-11.5	x	x
CCOc1ccc(N(CC(=O)NCCSc2ccccn2)S(C)(=O)=O)cc1	1.7	2.1	14.6	-0.25	-0.224	-0.136	0.32	i	14.5%	x	x	i	-16.5	x	x	-2.4	4.6	x	x
NC(=O)C1(N2CCCCC2)CCN(Cc2nc(-c3cccs3)no2)CC1	x	x	x	0.0736	-0.222	0.0175	0.793	i	-0.8%	1.0	1302	x	x	4.2	751	x	x	0.41	1043
CN1CCCN(C(=O)c2cc(-c3cccc4ccccc34)nc3ccccc23)CC1	x	x	x	0.382	-0.215	0.641	-0.607	i	9.6%	2.1	1269	x	x	10.5	658	x	x	-0.05	1073
CC(C)CC(N)C(=O)OCc1ccc([N+](=O)[O-])cc1 (stereo not drawn)	x	x	x	0.312	-0.281	0.134	0.407	i	12.5%	1.8	1260	x	x	-3.2	710	x	x	-1.23	1445
O=C(NCc1ccncc1)C(=O)Nc1nccs1	x	x	x	1.54	-0.236	2	-1.35	i	16.3%	-0.3	1376	x	x	-2.4	695	x	x	0.03	1055
COc1ccc(CN(Cc2cc3cc(OC)c(OC)cc3[nH]c2=O)C(=O)NC2CCCCC2)cc1	1.7	1.7	4.6	0.418	0.795	0.529	0.0349	i	7.7%	-2.3	1167	i	-12.3	-2.4	838	-15.8	-4.5	0.08	955
O=C(O)C1OC(C(=O)O)C2C1C(F)(F)C2(F)F (stereo not drawn)	2.0	1.2	2.2	0.503	-0.171	0.42	-0.649	i	3.8%	0.9	1113	i	14.8	x	x	-8.8	-38.6	0.18	1254
Cc1ccc(N2C(=O)CSC2c2ccc3c(c2)OCO3)cc1 (stereo not drawn)	0.8	1.5	18.0	-0.043	-0.135	-0.0323	0.2	x	14.4%	-2.4	1195	i	-0.2	-9.8	793	-2.0	12.1	-0.22	1082
Cc1ccc(NC(=O)Cc2ccc(Cl)c(Cl)c2)cc1S(=O)(=O)N(C)C	1.7	2.6	10.7	-0.0293	-0.229	-0.417	-0.901	i	10.9%	0.6	962	i	11.4	-25.7	701	57.1	-0.8	-0.21	1341
Cc1cc(N2CCN(C)CC2)nc2ccc(NC(=S)N3CCN(c4cccc(Cl)c4)CC3)cc12	2.9	3.0	4.1	-0.367	-0.267	0.114	0.0797	i	12.3%	-2.4	1088	i	33.7	3.6	710	12.1	14.3	-0.78	1326
O=C(O)CC(c1cccc([N+](=O)[O-])c1)N1Cc2ccccc2C1=O (stereo not drawn)	2.8	1.6	5.2	0.551	-0.245	0.502	-0.454	i	3.0%	1.5	915	i	32.9	6.2	741	-6.1	-9.1	0.03	1358
CCOC(=O)c1ccc(N/C=C/C(=O)c2ccc(OC)cc2)cc1	2.2	1.9	8.6	0.0619	-0.18	0.339	0.164	i	-5.8%	-0.2	1414	i	-18.5	x	x	7.4	26.2	-0.65	1684
O=C(CN1C(=O)NC2(CCCCC2)C1=O)NCc1ccc2c(c1)OCO2	3.7	2.6	6.6	-0.135	-0.342	0.203	0.307	i	-13.2%	2.0	1091	i	-13.1	2.7	704	3.1	16.4	-0.05	1103
Cc1nc(NC2=NCN(Cc3cccnc3)CN2)nc2c(C)cccc12	x	x	x	x	x	x	x	x	5.4%	-9.6	1188	x	x	-0.6	762	x	x	2.47	1229
COc1ccccc1NS(=O)(=O)c1ccc(N/N=C/C=C/c2ccccc2[N+](=O)[O-])c([N+](=O)[O-])c1	4.3	1.4	5.2	1.36	-0.304	1.28	-0.536	i	7.5%	1.7	941	i	28.7	45.6	649	3.9	-5.8	-0.68	1693
O=C(NCCc1ccccc1F)C1CCCN1S(=O)(=O)c1ccccc1 (stereo not drawn)	1.5	1.9	9.5	-0.776	-0.226	-0.265	0.925	i	3.3%	-3.8	976	i	-1.0	x	x	-25.4	-11.1	0.04	1467
Cc1ccccc1C1C2=C(Nc3[nH]n(-c4ccccc4)c(=O)c31)c1ccccc1C2=O (stereo not drawn)	2.8	2.6	2.0	0.306	-0.218	0.508	-0.739	i	14.0%	3.1	445	i	9.3	2.2	640	8.4	30.0	-0.08	1257
Cc1c(Cl)cnn1CC(=O)NC1C(=O)N2C(C(=O)O)=C(CSc3nnnn3C)CSC12 (stereo not drawn)	3.5	2.3	3.1	-0.122	-0.357	-0.0203	1.12	i	4.7%	0.3	1114	i	8.2	5.5	687	11.1	-15.8	-0.64	1249

These rows are one share of the data (hit frequency here may not be typical).
